# Compound activity: PubChem BioAssay, several laboratories
# LANA DNA inh = inhibitors of KSHV C-LANA binding to DNA, primary screen, biochemical, fluorescence polarization, FAM-LBS DNA, MBP-C-LANA, single point; inhibition, % at 9 µM; 340,000 tested, 0.078% active;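 active = highest replicate inhibition at or above 60% at 9 µM, even if other replicates fall short; inactive = all replicates below 60% inhibition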;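 also: 0% = neutral control wells and 100% = 4 µM acridine orange control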
# SR-BI DiI-HDL act = activators of SR-BI mediated DiI-HDL uptake, primary screen, ldlA[mSR-BI] CHO cells, DiI fluorescence | activation, % at 12.5 µM | 320,000 tested, 0.096% active | 3 h; 100 = double the neutral-control signal;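 active = mean replicate activation of at least 60% and every replicate at or above 60%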;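 also: 0% = median plate neutral-control signal and 100% = twice that signal; values of inactives mirror those of a sister screen read the other way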
#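 system = CHO ldlA[mSR-BI] cells, LDL receptor-null, SR-BI overexpressing | medium = Ham's F12 with 0.5% BSA, HEPES 25 mM, pH 7.4 | probe or stimulus = DiI-HDL 10 µg/mL | compound dosing = single-point compound dose | incubation = compound exposure 3 h, 37 °C | technique = DiI fluorescence, bottom read | read-out = cell-associated DiI fluorescence as measure of HDL uptake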
# PKA-R2B activ = activators of PKA-R2B holoenzyme, primary screen, biochemical, fluorescence polarization, Cy5-IP20, human; PKA-R2B holoenzyme dissociation; R2B truncated from residue 108, S112A mutant; 0% DMSO only, 100% 113 µM cGMP; activation, % at 11.4 µM; 340,000 tested, 0.079% active; cAMP-dependent protein kinase catalytic subunit beta (Homo sapiens) + cAMP-dependent …;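 active = activation above a cutoff set at the mean over all compounds plus 3 SD, cut at about 18% in these data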;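 also: higher means more holoenzyme dissociation and a rise in polarization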
# Target sequence (P31323 whole entry, looked up, other chains not shown, the tested form may be a part): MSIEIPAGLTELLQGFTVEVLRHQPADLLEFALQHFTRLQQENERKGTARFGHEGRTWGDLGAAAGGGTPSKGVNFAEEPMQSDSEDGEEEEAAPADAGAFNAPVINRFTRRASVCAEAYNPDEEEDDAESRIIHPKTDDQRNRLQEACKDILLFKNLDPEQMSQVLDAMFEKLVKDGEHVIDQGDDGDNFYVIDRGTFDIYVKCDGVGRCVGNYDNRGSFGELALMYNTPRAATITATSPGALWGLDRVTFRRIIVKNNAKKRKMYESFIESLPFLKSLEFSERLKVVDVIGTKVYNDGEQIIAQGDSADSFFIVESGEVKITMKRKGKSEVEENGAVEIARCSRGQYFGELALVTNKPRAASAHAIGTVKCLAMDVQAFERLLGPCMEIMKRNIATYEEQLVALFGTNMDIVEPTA
# SR-BI DiI inh = inhibitors of SR-BI mediated HDL lipid uptake, primary screen, ldlA[mSR-BI] cells, fluorescence, single point | ldlA[mSR-BI] CHO cells, DiI-HDL uptake fluorescence, 3 h | inhibition, % at 12.5 µM | 320,000 tested, 0.96% active | AID 488896, 2010;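 active = mean replicate inhibition of at least 70% and a set share of replicates each scoring 70 or more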;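 also: 0% = median of neutral control wells and 100% = median of positive control wells; values of inactives mirror those of a sister screen read the other way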
# RTF Ca sens inh = cardiac RTF calcium sensitivity inhibitors, primary screen, biochemical, IANBD-TnC fluorescence, EC70 calcium | Troponin I, cardiac muscle (Homo sapiens) + Troponin T, cardiac muscle (Homo sapiens) + … | IANBD-labeled cardiac RTF, Ca2+ fluorescence | inhibition, % at 7.15 µM | 340,000 tested, 0.12% active;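 active = inhibition above the mean inhibition of all tested compounds plus 3 SD, cut at about 17% in these data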;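 also: assay run at fixed EC70 calcium of 1.6 mM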
# Arrestin-AP2 inh = inhibitors of beta-arrestin/AP2 binding, primary screen, biochemical, GPCR trafficking, flow cytometry | AID 504490, 2011 | 340,000 tested, 0.31% active | beta-arrestin 1 C-terminal peptide binding to AP2 beta2-adaptin appendage (human) | FITC-arrestin peptide / GST-AP2 beads; AP2 beta2 appendage carries R879A mutation | inhibition, % at 10 µM;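 active = inhibition above a set limit, near 3 SD of compounds lacking own fluorescence, cut at about 54% in these data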;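 also: plate controls were DMSO wells for no effect and 5 µM unlabelled arrestin peptide for full effect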
#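 System: GST-AP2 R879A glutathione beads. Medium: PBS with 0.05% Tween 20 and 0.1% BSA. Also added: FITC-arrestin peptide, 50 nM. Incubation: 12 min plus 1 h, RT. Measured by: high-throughput flow cytometry of beads, ex 488, em 535 nm. Evaluation: percent drop in bead-associated FITC signal.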
# PvdQ inh = P. aeruginosa PvdQ acylase inhibitors, primary screen, biochemical, fluorescence, plate reader and imaging, single point; purified PvdQ acylase; AID 488965, 2010; PvdQ acylase [Pseudomonas aeruginosa LESB58]; 340,000 tested, 0.063% active; inhibition, % at 10 µM; in the data active = inhibition above about 30%, passing the limit was not always enough;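 also: 0% = vehicle neutral wells and 100% = reference inhibitor wells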
# Keap1-Nrf2 PPI = Keap1-Nrf2 protein-protein interaction inhibitors, primary screen, biochemical, fluorescence polarization, single point. Kelch-like ECH-associated protein 1 (Homo sapiens), Q14145. Keap1 Kelch-Nrf2 peptide fluorescence polarization, 1536-well. inhibition, % at 9.4 µM. 340,000 tested, 0.15% active. AID 504523, 2011; in the data active = inhibition above about 12%;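 also: human Keap1 Kelch domain with fluorescein labeled Nrf2 9mer peptide probe; 0% = neutral control wells and 100% = peptide positive control; higher means more block of Keap1 binding to Nrf2 peptide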
# NSD2 HMT inh = NSD2 histone methyltransferase inhibitors, primary screen, biochemical, AlphaScreen, single concentration, set 2; inhibition, % at 12.5 µM; AID 743445, 2014; 310,000 tested, 0.54% active; NSD2 peptide methylation, 120 min; in the data active = inhibition above about 50%
# DAGLB inhibitor = DAGLB lipase inhibitors, primary screen, biochemical, fluorescence, HTS. HEK293T DAGLB membrane lysate, EnzChek fluorogenic substrate. 340,000 tested, 0.059% active. inhibition, % at 5.17 µM. AID 504411, 2011; in the data active = inhibition above about 34%;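 also: 0% = enzyme with vehicle and 100% = wells lacking enzyme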
# Target sequence (Q8NCG7 whole entry, looked up): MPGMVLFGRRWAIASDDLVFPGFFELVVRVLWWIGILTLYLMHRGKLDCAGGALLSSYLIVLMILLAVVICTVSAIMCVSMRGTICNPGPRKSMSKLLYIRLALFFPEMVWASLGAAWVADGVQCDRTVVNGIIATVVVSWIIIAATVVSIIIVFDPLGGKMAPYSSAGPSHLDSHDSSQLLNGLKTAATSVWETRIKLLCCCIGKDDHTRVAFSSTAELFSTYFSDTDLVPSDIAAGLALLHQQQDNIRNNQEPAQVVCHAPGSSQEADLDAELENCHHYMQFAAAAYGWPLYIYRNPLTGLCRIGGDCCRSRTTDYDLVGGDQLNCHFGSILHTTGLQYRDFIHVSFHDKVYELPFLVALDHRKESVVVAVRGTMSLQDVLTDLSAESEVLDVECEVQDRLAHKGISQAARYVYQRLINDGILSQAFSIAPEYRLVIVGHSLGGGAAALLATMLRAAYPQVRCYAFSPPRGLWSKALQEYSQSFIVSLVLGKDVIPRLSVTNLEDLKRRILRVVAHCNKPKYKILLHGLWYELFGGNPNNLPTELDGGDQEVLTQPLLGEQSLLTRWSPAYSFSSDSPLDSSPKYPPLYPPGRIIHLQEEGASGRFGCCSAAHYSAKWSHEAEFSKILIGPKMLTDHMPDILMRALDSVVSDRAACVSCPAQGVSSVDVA
# Numbers without * were called inactive; · = no result given. Rows are unselected; any-hit rate near 2.1%.
molecule	LANA DNA inh	SR-BI DiI-HDL act	PKA-R2B activ	SR-BI DiI inh	RTF Ca sens inh	Arrestin-AP2 inh	PvdQ inh	Keap1-Nrf2 PPI	NSD2 HMT inh	DAGLB inhibitor
COc1ccccc1NC(=O)c1ccc(COc2ccccc2OC)o1	-0.7	-34	-6	34	2	-2	9	-4	1	-13
O=C(c1ccc2nc(Cc3cccc(Cl)c3)oc2c1)N1CCOCC1	-0.4	-1	1	1	0	3	-4	-7	-1	3
COc1ccc(NC(=O)N(C)C[C@H]2Oc3ccc(NC(=O)Cc4ccccc4)cc3C(=O)N([C@H](C)CO)C[C@@H]2C)cc1	-0.3	-14	2	14	4	-1	-19	-1	·	-1
CCn1c2ccccc2c2cc(CC(N)=O)ccc21	0.6	12	-17	9	-4	23	5	-6	·	-1
CC(=O)Nc1ccc(NC(=O)C(C)OC(=O)/C(C#N)=C/c2ccc(N(C)C)cc2)cc1 (stereo not drawn)	6.2	-20	2	20	-118	-21	-6	-2	1	-2
CC(C)N(C(=O)CSc1ccc(S(=O)(=O)N2CCCCC2)cn1)c1ccccc1	0.1	-17	5	17	-5	-9	-13	0	3	-4
Cc1ccnc2nc(C(=O)Nc3ccc4c(c3)OCO4)nn12	-0.8	0	-2	0	-2	27	7	2	·	0
O=c1oc2ccccc2c2c1ncn2CCN1CCOCC1	0.4	-4	0	4	-6	32	-1	-3	1	-2
O=C(O)CS(=O)(=O)CC(=O)NCc1cccc(C(F)(F)F)c1	0.5	-1	11	1	-2	-9	-14	0	·	-1
O=C(Nc1ccc2c(c1)OCO2)c1cc(-c2cccnc2)nc2ccccc12	0.5	-45	-1	45	-9	-7	-13	-5	3	2
Cc1ccccc1OCc1nc2ccccc2[nH]1	1.1	6	-8	-6	-8	-3	-14	-4	-5	1
Oc1ccc2ccccc2c1CN1CC2CCC(CC2)C1	1.1	10	4	-10	2	-2	-11	0	4	1
COC(=O)c1ccc(NCC(=O)c2ccccc2)cc1	-0.5	-19	11	19	0	17	-5	5	0	-4
COc1ccc(S(=O)(=O)N2CCN(c3cc(-c4ccccc4)nc4ncnn34)CC2)cc1	-0.9	-13	3	13	1	2	0	3	-3	1
Cc1ccc2oc(=O)cc(CN3CCOCC3)c2c1	-0.3	-6	1	6	0	6	-7	-4	11	1
c1ccc(N2OCC3Cn4c(nc5ccccc54)C32)cc1 (stereo not drawn)	1.8	-16	-6	-1	-5	9	-5	-3	·	3
CC(C)CCNC(=O)NC(=O)COc1ncnc2sccc12	-3.1	-4	3	4	-1	-4	7	-3	1	-3
CS(=O)(=O)c1ccc(N2CCOCC2)c(S(C)(=O)=O)c1	-0.6	23	-11	-23	-7	-5	-14	-3	-1	-2
Cc1cc(C(C)(C)C)ccc1OCCOCCN1CCCC1	-0.6	20	-5	-20	-1	4	-5	-6	2	1
CCCCOc1ccc(C(=O)Nc2ccc3c(c2)OCO3)cc1	-0.7	·	1	·	-8	-5	-1	2	-4	-4
O=c1c2cn[nH]c2nc(SCc2ccc3c(c2)OCCO3)n1-c1ccccc1	0.9	3	-16	-3	3	8	-4	0	3	-5
O=C(Nc1cc(Cl)ccc1Cl)c1cc(-c2ccco2)on1	1.9	-62	2	62	-6	1	-3	-1	-3	2
CCOc1ccc(NC(=O)c2c(NC(=O)CNCCN3CCOCC3)sc3c2CCC3)cc1	-0.8	-13	4	13	-5	-1	-13	-5	4	2
Cc1ccc2c(C)c(C(=O)N(Cc3cccs3)C3CCS(=O)(=O)C3)oc2c1 (stereo not drawn)	-3.7	-5	3	5	-5	13	7	-5	1	4

# Arranged by value in Keap1-Nrf2 PPI (high to low): 6 of the compounds above.
molecule	LANA DNA inh	SR-BI DiI-HDL act	PKA-R2B activ	SR-BI DiI inh	RTF Ca sens inh	Arrestin-AP2 inh	PvdQ inh	Keap1-Nrf2 PPI	NSD2 HMT inh	DAGLB inhibitor
CCCCOc1ccc(C(=O)Nc2ccc3c(c2)OCO3)cc1	-0.7	·	1	·	-8	-5	-1	2	-4	-4
O=c1c2cn[nH]c2nc(SCc2ccc3c(c2)OCCO3)n1-c1ccccc1	0.9	3	-16	-3	3	8	-4	0	3	-5
O=C(Nc1cc(Cl)ccc1Cl)c1cc(-c2ccco2)on1	1.9	-62	2	62	-6	1	-3	-1	-3	2
CC(C)CCNC(=O)NC(=O)COc1ncnc2sccc12	-3.1	-4	3	4	-1	-4	7	-3	1	-3
Cc1ccc2c(C)c(C(=O)N(Cc3cccs3)C3CCS(=O)(=O)C3)oc2c1 (stereo not drawn)	-3.7	-5	3	5	-5	13	7	-5	1	4
Cc1cc(C(C)(C)C)ccc1OCCOCCN1CCCC1	-0.6	20	-5	-20	-1	4	-5	-6	2	1

# Remaining list, next part:
SMILES | LANA DNA inh | SR-BI DiI-HDL act | PKA-R2B activ | SR-BI DiI inh | RTF Ca sens inh | Arrestin-AP2 inh | PvdQ inh | Keap1-Nrf2 PPI | NSD2 HMT inh | DAGLB inhibitor
CC1=C(C(=O)Nc2ccc(C)cc2)C(c2cccs2)NC(=S)N1 (stereo not drawn) | 2.4 | 2 | -8 | -2 | 4 | -13 | 2 | 1 | 2 | -2
O=C(CSc1ccccn1)N1CCc2ccccc21 | 1.9 | 14 | 0 | -14 | 1 | 24 | 16 | 0 | -2 | -4
COc1ccc(OCC(=O)Nc2ccc3oc(=O)ccc3c2)cc1 | -0.4 | -6 | -9 | 6 | 4 | -5 | 6 | -3 | 0 | -6
COc1ccc(C(=O)COC(=O)CCS(=O)(=O)c2ccc(C)cc2)c(OC)c1 | -0.2 | 32 | 10 | -32 | -9 | -10 | -17 | 2 | 0 | -1
Cc1ccc(S(=O)(=O)NC(=O)NCCc2ccccc2)cc1 | 0.2 | 17 | -4 | -17 | -9 | 8 | 2 | 6 | -1 | 3
Cn1ncc(Cl)c1C(=O)Nc1cccc(Cl)c1 | 0.3 | 10 | 4 | -10 | -6 | 8 | -10 | 2 | 1 | -2
O=C(c1ccccc1)N1N=C(c2ccco2)CC1c1cccs1 (stereo not drawn) | 0.5 | 0 | 4 | 0 | 2 | -4 | -5 | -1 | 11 | 1
O=C(Nc1nc(-c2ccccc2)cs1)c1cccc([N+](=O)[O-])c1C(=O)O | 0.8 | 2 | -5 | -2 | 2 | 44 | 3 | 4 | 1 | -1
Cc1ccc(C)c(C(=O)c2c(C)nc3sccn23)c1 | 0.3 | -10 | -2 | 10 | 5 | 28 | -3 | 0 | 1 | -2
CC1=CC(=O)[C@@H](OC(=O)Nc2ccc(C)cc2)[C@@H](c2ccccc2Br)N1C | 0.7 | -1 | -4 | 1 | 5 | 12 | 10 | 2 | · | -1
C=CC[C@@H](CC(=O)N[C@@H](CO)Cc1ccccc1)C(=O)N[C@H](COC(=O)[C@@H](CC=C)Cc1ccc(F)cc1)Cc1ccccc1 | 1.4 | -48 | 4 | 48 | -4 | -7 | -9 | -2 | · | 4
CCc1nc(C)ccc1OCC(=O)NCCCN(C)C | 0.5 | 24 | -10 | -24 | -9 | 4 | -17 | -3 | · | -2
Cc1ccnc(SCC(=O)c2cccc([N+](=O)[O-])c2)n1 | 0.4 | 16 | 8 | -16 | -13 | -17 | 6 | -5 | 1 | -2
O=C(NNC(=O)C1CCCCC1)C(=O)NC1CCCCC1 | -2.7 | 11 | -1 | -11 | -1 | 6 | -8 | -1 | · | -1
O=C(Cc1c(F)cccc1Cl)N/N=C/c1cccs1 | 0.9 | 15 | 5 | -15 | -3 | -3 | -6 | -1 | -2 | 1
COc1ccc(/C=C(/C(=O)c2ccc(Cl)cc2Cl)n2cncn2)cc1 | 0.4 | 12 | -10 | -12 | 2 | 0 | 11 | -1 | -2 | -1
[O-][n+]1c2cc(C(F)(F)F)ccc2c2n1CCN=C2c1ccc(Cl)cc1 | 0.8 | -18 | -7 | 18 | 10 | 39 | 8 | -1 | · | 0
CC[C@]12c3[nH]c4ccccc4c3CCN1C(=O)C(CC(=O)NCC13CC4CC(CC(C4)C1)C3)C[C@@H]2C(=O)N1CCN(C(=O)c2ccco2)CC1 (stereo partly drawn) | -0.5 | -5 | 0 | 5 | -13 | 17 | 1 | 7 | · | 2
COc1ccc(-n2c(C)cc(=O)[nH]c2=O)cc1 | -0.7 | 23 | 4 | -23 | -3 | 10 | -9 | 1 | 5 | -2
O=c1/c(=C/c2ccc(O)cc2)sc2n1CCCN=2 | 0.0 | 30 | 6 | -30 | -8 | -16 | -14 | -5 | 4 | 1
COc1cc(C#Cc2c(-c3cncn3C)n(C)c3ccc(-c4ccc5[nH]ccc5c4)cc23)cc(OC)c1 | 0.9 | -6 | -7 | 6 | -6 | -8 | -11 | 1 | · | -2
O=S(=O)(Nc1ccc2c(c1)oc1ccccc12)N1CCCC1 | -0.2 | -18 | -15 | 18 | -6 | -3 | -17 | -4 | 5 | -2
O=C(c1ccc2c(c1)OCO2)N1CCN(S(=O)(=O)c2ccccc2)CC1 | -1.0 | 3 | -4 | -3 | -4 | -7 | -15 | -2 | 0 | 0
O=C(NCc1ccc(C(F)(F)F)cc1)C1CC(c2c(Cl)cccc2Cl)=NO1 (stereo not drawn) | 0.3 | -2 | -12 | 2 | 1 | 5 | -10 | -5 | · | -9
O=C(O)c1ccccc1N/N=C/c1c(Sc2nnnn2-c2ccccc2)nc2ccccn2c1=O | -2.4 | · | 16 | · | -32 | 1 | 0 | -2 | 6 | 3
Cc1cc(N(C)C)c(C#N)c(N2CCOCC2)n1 | -3.6 | 18 | 1 | -18 | -1 | 6 | 1 | 4 | 0 | 1
